Bioassay records from PubChem BioAssay.
miR122 inh – blocks miR-122 activity in Huh7 sensor cells; AID 602342; activation (reporter increase), % at 12.5 µM; Huh7 miR-122 Renilla luciferase sensor, 48 h; neutral wells = 0, positive control = 100; 0.3% of 340,000 active;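 active = mean replicate activation score at least 90 and every replicate individually at or above 90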;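 note: higher luciferase means less miR-122 activity so hits act as miR-122 inhibitors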
Starred values were filed as active, the others as inactive. Only part of the results is shown; the hit share may differ from the screen's.

miR122 inh	SMILES
3	O=C(c1nc2ncccn2n1)N1CCN(c2ccc(F)cc2)CC1
-6	C#CCOCCOCCOCCNc1nc(N2CCN(C(=O)CCCCCCCCCCNC(=O)[C@H](CCCCN)n3cc(CCO)nn3)CC2)nc(N2CCN(C(=O)CCCCCCCCCCNC(=O)[C@H](CCCCN)n3cc(CCO)nn3)CC2)n1
-6	Cc1oc(-c2ccc(Cl)cc2)nc1CN1CCC(C(=O)NCCCN2CCOCC2)CC1
-2	COc1cccc(C(=O)CSc2nc3cccnc3n2C)c1
-2	COCC(=O)Nc1sc2c(c1C(=O)OC)CCC(C)C2 (configuration not stated)
15	O=C1C2C3C=CC(C3)C2C(=O)N1c1cccc(N2C(=O)C3C4C=CC(C4)C3C2=O)n1 (configuration not stated)
-6	CCC(=O)Nc1nc2ccccc2n1CCN1CCOCC1
-8	Cc1nn(Cc2ccc(Cl)cc2Cl)c(C)c1NC(=O)c1ccc(COc2cc(Cl)ccc2Cl)o1
9	O=C(CCS(=O)(=O)c1cccc2nonc12)Nc1cccc2c1CCCC2
1	CCN1C=CC2=C(C#N)C(N)C(C#N)(C#N)C(c3ccccc3C(F)(F)F)C2C1 (configuration not stated)
2	Cn1ccnc1SCC(=O)Nc1cccc(C(F)(F)F)c1
7	CC(NC(=O)CSc1nc2ccccc2n1CCC#N)c1ccc(F)cc1 (configuration not stated)
7	CCc1cc(-c2n[nH]c(C)c2Oc2ccc(C(C)C)cc2)c(O)cc1O
-3	COc1ccccc1C(=O)N1CCCC1(C#N)c1ccccc1 (configuration not stated)
-2	CC(=O)CSc1nc(C(F)(F)F)cc(=O)n1-c1ccccc1
3	CCOC(=O)C1CCN(Cc2ccc(O)c3ncccc23)CC1
2	CCOC(=O)C(=CNc1cc(C)nn1-c1ccc(Cl)cc1)C(=O)OCC
-19	Cn1c(-c2ccc(Cl)cc2)cnc1N
5	COc1ccc2oc(=N)c(C(=O)Nc3ccccc3)cc2c1
1	COC(=O)c1nnn(CC(=O)Nc2cc(Cl)ccc2C)c1C(=O)OC
-3	Nc1nc(C(=O)N2CCOCC2)nn1S(=O)(=O)c1ccccc1
-6	Cc1nn(C)c(C(=O)N2CCOCC2)c1Cl
3	COc1ccc(CNC(=O)c2cc(-c3ccc(OC)c(OC)c3)on2)cc1
-3	CC(C)c1ccc(C(=O)CSc2n[nH]c(-c3ccncc3)n2)cc1
-1	CCN1C(=O)CC(Sc2ccccc2N)C1=O (configuration not stated)

20 of the compounds above, as tab-separated lines.
smiles	miR122 inh
O=C(c1nc2ncccn2n1)N1CCN(c2ccc(F)cc2)CC1	3
C#CCOCCOCCOCCNc1nc(N2CCN(C(=O)CCCCCCCCCCNC(=O)[C@H](CCCCN)n3cc(CCO)nn3)CC2)nc(N2CCN(C(=O)CCCCCCCCCCNC(=O)[C@H](CCCCN)n3cc(CCO)nn3)CC2)n1	-6
Cc1oc(-c2ccc(Cl)cc2)nc1CN1CCC(C(=O)NCCCN2CCOCC2)CC1	-6
COc1cccc(C(=O)CSc2nc3cccnc3n2C)c1	-2
COCC(=O)Nc1sc2c(c1C(=O)OC)CCC(C)C2 (configuration not stated)	-2
O=C1C2C3C=CC(C3)C2C(=O)N1c1cccc(N2C(=O)C3C4C=CC(C4)C3C2=O)n1 (configuration not stated)	15
CCC(=O)Nc1nc2ccccc2n1CCN1CCOCC1	-6
Cc1nn(Cc2ccc(Cl)cc2Cl)c(C)c1NC(=O)c1ccc(COc2cc(Cl)ccc2Cl)o1	-8
O=C(CCS(=O)(=O)c1cccc2nonc12)Nc1cccc2c1CCCC2	9
CCN1C=CC2=C(C#N)C(N)C(C#N)(C#N)C(c3ccccc3C(F)(F)F)C2C1 (configuration not stated)	1
Cn1ccnc1SCC(=O)Nc1cccc(C(F)(F)F)c1	2
CC(NC(=O)CSc1nc2ccccc2n1CCC#N)c1ccc(F)cc1 (configuration not stated)	7
CCc1cc(-c2n[nH]c(C)c2Oc2ccc(C(C)C)cc2)c(O)cc1O	7
COc1ccccc1C(=O)N1CCCC1(C#N)c1ccccc1 (configuration not stated)	-3
CC(=O)CSc1nc(C(F)(F)F)cc(=O)n1-c1ccccc1	-2
CCOC(=O)C1CCN(Cc2ccc(O)c3ncccc23)CC1	3
CCOC(=O)C(=CNc1cc(C)nn1-c1ccc(Cl)cc1)C(=O)OCC	2
Cn1c(-c2ccc(Cl)cc2)cnc1N	-19
COc1ccc2oc(=N)c(C(=O)Nc3ccccc3)cc2c1	5
COC(=O)c1nnn(CC(=O)Nc2cc(Cl)ccc2C)c1C(=O)OC	1

(cont.)
miR122 inh	SMILES
7	CC(=O)Nc1ccc(N2CCCCC2)c(C(=O)Nc2cccc(C)c2)c1
-5	Cc1nn(CC(=O)NC(C)c2ccccc2)c(=O)c2ccccc12 (configuration not stated)
-8	N#CCC(=O)N/N=C/c1ccc(OS(=O)(=O)c2ccccc2)cc1
5	CCCOc1ccccc1N/C(=N/c1nc(C)cc(C)n1)NC(=O)COc1ccc(OC)cc1
-1	N#C/C(=C\c1ccco1)Sc1nc2ccccc2s1
-7	COc1cccc(C(=O)Nc2cccc(-c3nc4ncccc4o3)c2C)c1
-7	O=c1cc(O)n(-c2ccccc2)c(=S)[nH]1
-1	O=C(Nc1ccc(Br)cc1)C1CCC(=O)N1Cc1ccccc1Cl (configuration not stated)
-15	CCCCCn1c(CN2CCN(c3cccc(Cl)c3)CC2)nc2c1c(=O)[nH]c(=O)n2C
-4	CN1CCN(c2nc(C(N)=O)cc(-c3ccccc3)n2)CC1
21	CCOC(=O)c1[nH]c2ccc(OC)cc2c1N=CN(C)C
-16	COCC(=O)NC1CCN(S(=O)(=O)c2ccc(C(=O)O)cc2)CC1
0	COCCOC(=O)CC1=NC(=O)CS1
-7	CCOC(=O)N1CCC(n2c(SCC(=O)NCc3ccccc3)nc3ccccc3c2=O)CC1
-2	O=C(c1ccc(-c2ccccc2)cc1)c1ccccc1C(=O)N1CCOCC1
16	COc1ccc(C(c2sc3nc(C)nn3c2O)N2CCC3(CC2)OCCO3)cc1 (configuration not stated)
-4	CCOC(=O)CN1C(=O)C(O)=C(C(C)=O)C1c1ccccc1 (configuration not stated)
0	COc1cccc(C(=O)N2CCN(C(=O)c3cccc4ccccc34)CC2)c1OC
-4	Cc1ccc(C(=O)Nc2nnn(C)n2)cc1
-5	Cc1nn(-c2ccccc2)c(Cl)c1C(=O)N1CCN(c2ncnc3c2cnn3-c2ccccc2)CC1
-12	CCC(c1nnnn1CCOC)N(Cc1cc2cc(C)c(C)cc2[nH]c1=O)CC1CCCO1 (configuration not stated)
-4	COCCn1c(Cc2ccccc2)nnc1SCc1nc2ccccc2c(=O)[nH]1
-13	CN(C)S(=O)(=O)c1ccc(N2CCOCC2)c(C(=O)O)c1
-3	COC(=O)c1cc2n(n1)CCN(Cc1ccc(C)cc1)C2=O
-6	O=C(COC(=O)c1ccco1)NCc1ccco1
-5	CCOC(=O)c1cc(C(=O)Nc2cccc(C)c2)nn1C
1	O=S(=O)(c1ccc(N2CCCC2)nc1)N1CCOCC1
-9	Cc1cc(NC(=O)CN2CCN(c3ccccc3O)CC2)no1
-4	O=C(COC(=O)C12CC3CC(CC(C3)C1)C2)Nc1ccc([N+](=O)[O-])cc1Br
-4	CC1=C(C#N)C(=O)OC(C)(C)C1
29	CC(C)CNC(=S)NNC(=O)c1csc2c1CCCC2
-11	Cc1ccc(N(C(=O)C(F)(F)F)C(C(=O)NC2CCCCC2)c2cccs2)cc1C (configuration not stated)
-3	Cc1nn(-c2ccccc2)c2c1C(c1cccnc1)N1C=C(S(=O)(=O)N3CCCCC3)C=CC1=N2 (configuration not stated)
-5	CCOC(=O)c1ccc(NC(=O)CCOc2ccccc2)cc1
5	CCOC(=O)C1=C(C)NC2=C(C(=O)C(C(=O)OCC)C(c3ccccc3OC)C2)C1c1ccccn1 (configuration not stated)
-3	Cc1ccc2nc3c(cc(C(=O)NCC4CCCO4)c(=N)n3CCCOC(C)C)c(=O)n2c1 (configuration not stated)
0	CC(=O)Nc1c(O)[nH]c2ccccc12
2	COc1ccccc1NS(=O)(=O)c1cccc(C(=O)N/N=C(\C)c2ccc3c(c2)OCCO3)c1
-1	CC1CCN(CCC(=O)Nc2ccc(Br)cc2)CC1
0	C/C(=N\OCC(=O)N/N=C/c1ccc(C)cc1O)c1cccs1
-3	CCCCN(C)C(=O)CCC(=O)Nc1ccc2nc(N3CCOCC3)cc(C)c2c1
4	O=C(CSc1n[nH]c(-c2ccc(Cl)cc2Cl)n1)Nc1ccccn1
8	Cc1occc1C(=O)NNC(=O)NC12CC3CC(CC(C3)C1)C2
2	O=C(NCCN1CCOCC1)c1ccccc1[N+](=O)[O-]
-9	Cc1c2c(nc3nc4ccccc4n13)CC(C)(C)CC2=O
8	COc1ccc(Cn2c(N)c(S(=O)(=O)c3cccs3)c3nc4ccccc4nc32)cc1
-15	COc1cccc(NC(=O)c2ccn(C)n2)c1
0	Cc1nc(N)nc(-c2ccccc2O)n1
-8	O=C(C1CCCN(S(=O)(=O)c2ccc([N+](=O)[O-])cc2)C1)N1CCCCC1 (configuration not stated)
42	COc1ccc(S(=O)(=O)NCCc2ccc(F)cc2)cc1

New compounds follow
miR122 inh	SMILES
-17	COc1nc(N(c2ccccc2)c2ccccc2)nc(-n2ccnc2)n1
-2	O=C(NNc1nc2ccccc2s1)C1CC1
-2	NC(=S)NN=C1CSSC1
7	O=C(NCC1CCCO1)C1c2ccccc2C(=O)N1C1CCCCCCC1 (configuration not stated)
9	O=C(Cn1nc(C(F)F)cc1C(F)F)NNC(=S)Nc1ccc(F)cc1
-20	CC(C)CCn1c(Br)nc2c1c(=O)n(CC(N)=O)c(=O)n2C
6	O=c1cc(C(F)(F)F)c2sc(N3CCCCC3)nc2[nH]1
1	CCCCCC(=O)Nc1cc(N(C)C)nc2ccccc12
45	CCOC(=O)C1CCCN(C(=O)c2cc(Nc3ccc(OC)cc3)nc3ccccc23)C1 (configuration not stated)
5	CCOc1ccccc1-n1c(SCC(=O)NC2CCCC2)nnc1-c1ccoc1C
8	CC(C)(C)NC(=O)C(c1ccc(F)cc1)N(Cc1ccco1)C(=O)c1csnn1 (configuration not stated)
12	CCc1nccn1S(=O)(=O)c1cc(OC)c(Cl)cc1OC
-6	CCc1nc2c(cnn2-c2ccc(Cl)cc2)c(=O)n1-c1ccc(OC)cc1
4	CCOc1ccccc1NC(=O)Cn1nnc(C(=O)Nc2ccccc2Cl)c1N
-10	CC(C)CC(=O)NN(C)c1nc(-c2ccccc2)nnc1C(F)(F)F
-8	C=CCn1c(CSc2nc3ccccc3s2)nnc1SCC(=O)NCCN1CCOCC1
-6	Cc1ccccc1C(=O)c1cccn1CC(=O)NCCN1CCN(c2cccc(C)c2C)CC1
1	Cc1cnc(NC(=O)CSc2nnc(-c3ccc(Cl)cc3Cl)n2N)s1
0	Cn1c(CCN2CCN(c3ccccc3)CC2)nc2cc(NC(=O)c3ccco3)ccc21
2	Cc1cc(NS(=O)(=O)c2ccc(NC(=O)Nc3ccc4c(c3)OCO4)cc2)no1
-1	O=C1c2cccnc2C(=O)N1Cc1ccc2c(c1)OCO2
2	COC(=O)c1ccc(Cl)c(-c2ccc(/C=N/NC(=O)Nc3ccccc3)o2)c1
-6	CCOC(=O)C1C(=O)CC(C)(O)C(C(=O)OCC)C1c1ccc(N(CC)CC)cc1 (configuration not stated)
2	Cc1nc(-c2cccnc2)sc1C(=O)Nc1ccc(Cl)cc1
-6	CCOC(=O)c1cc(NC(=O)N2CCOCC2)c(C)nc1C
-8	COc1ccc(N2C(=O)CCC(C(C)=O)=C2C)cc1
-5	O=C(COc1c(F)c(F)cc(F)c1F)NC(=O)NC1CCCC1
-8	Cc1cc(NC(=O)CCC(=O)N(Cc2cccs2)C(C(=O)NC2CCCC2)c2ccncc2)no1 (configuration not stated)
-6	COc1ccc(NC(=O)C23CC4CC(C2)CC(n2cnc(Br)n2)(C4)C3)cc1Cl
-6	CCNC(=S)N/N=C(\C)c1ccc2c(c1)OCCO2
-7	O=C(O)c1nn(-c2ccccc2)c(-c2ccccc2)c1C(=O)c1ccccc1
-4	CC1=C(C(=O)Nc2ccc(C)cc2C)C(c2ccc(C)o2)NC(=O)N1 (configuration not stated)
4	Cc1nc2ccccn2c1C(=O)NC1CCCCC1
-1	Cc1cc(NC(=O)COC(=O)COc2cccc3c2OC(C)(C)C3)no1
-3	COC(=O)c1c(-c2ccc(Br)cc2)csc1NC(=O)Cc1ccc(OC)c(OC)c1
-5	C=C[C@](C)(CC[C@@]1(C)C(C)CC(OC2OC(C)C(OC3OC(COC(C)=O)C(O)C(O)C3O)C(O)C2O)[C@@]2(C)C(C)=CCCC12)OC1OC(C)C(O[C@@H]2O[C@@H](C)C(O)C(O)[C@H]2O)C(O)C1O (some centres not stated)
-2	CC1CCc2nc(NCCO)nc(C(F)(F)F)c2C1 (configuration not stated)
-6	C=CCN1C(=O)[C@]2(c3ccccc31)C1CCCC=C1C(C#N)=C(N)C2(C#N)C#N (some centres not stated)
6	Cc1cccc(NC(=S)N(CCN(C)C)C(C)c2ccco2)c1 (configuration not stated)
-6	CC1CCC(NCc2ccco2)CC1 (configuration not stated)
-15	Nc1nnnn1/N=C\c1ccc(Cl)c([N+](=O)[O-])c1
9	CCN(CC)CCN1C(=O)c2oc3ccccc3c(=O)c2C1c1ccc(C)cc1 (configuration not stated)
-6	CC(=O)c1ccc2c(c1)OCCOCCOCCOCCO2
-6	COc1ccc(C(=O)Nn2c(SCC(=O)NCc3ccco3)nc3ccccc3c2=O)cc1
-6	CCOc1ccccc1-c1nnc(SCC(=O)NC2CC3CCC2C3)n1CC (configuration not stated)
1	CC1=NCCN1S(=O)(=O)c1ccc(Br)c(C)c1
10	Cc1cc(C)nc(N2C(=O)CC(C(C)c3ccccc3)C2=O)n1 (configuration not stated)
12	Cc1noc(C)c1CSc1nnc(-c2ccncc2)n1-c1cccc(Cl)c1C
5	CC1(C)Cc2c(c(-c3ccccc3)nc3[nH][nH]c(=O)c23)CO1
-5	O=C(NCCc1ccccc1F)C(=O)Nc1nccs1
-4	CC(=O)c1cc2cc(O)ccc2o1
-4	COc1ccc(C2C(C(=O)O)CC(=O)N2c2ccc(OC)cc2)cc1 (configuration not stated)

An excerpt from above in order of SMILES length, lowest first:
miR122 inh	SMILES
-6	CCNC(=S)N/N=C(\C)c1ccc2c(c1)OCCO2
-5	O=C(COc1c(F)c(F)cc(F)c1F)NC(=O)NC1CCCC1
-6	COc1ccc(NC(=O)C23CC4CC(C2)CC(n2cnc(Br)n2)(C4)C3)cc1Cl
